Rin1-Abl PPI inh: human Rin1-Abl interaction inhibition; hit rate 0.4% among 360,000; TR-FRET Rin1/Abl binding, biochemical; P00519+Q13671; inhibition, % at 7.35 µM; in the data active = inhibition above about 5%, passing the limit was not always enough
SKN-1 inh: blocks SKN-1 activity in C. elegans. C. elegans VP596 Pgst-4::GFP/RFP ratio, acrylamide-induced, 24 h. inhibition, % at 21.8 µM. hit rate 0.49% among 360,000. AID 624304;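 active = interference check ratio from 0.5 to 1.5 plus GFP to RFP signal ratio inhibition reaching or exceeding a fixed threshold, cut at about 30% in these data, passing the limit was not always enough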; also: some compounds called inactive have numbers as strong as hits
bovine MsrA act: bovine methionine sulfoxide reductase A activation. purified bovine MsrA, absorbance read-out. hit rate 0.3% among 360,000. activation, % at 10.6 µM; in the data active = activation above about 7.5%;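 also: 0% = vehicle and 100% = reference activator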
Neddyl block: inhibitors of human cullin neddylation. P61081+Q13564. TR-FRET cullin neddylation, biochemical. calls only at 25 µM. hit rate 0.58% among 360,000; in the data active = inhibition above about 36%
FAS-TE inh: blocks the thioesterase domain of human fatty acid synthase; P49327; recombinant FAS-TE, OMFH fluorogenic substrate, fluorescence endpoint; inhibition, % at 15 µM; hit rate 0.67% among 360,000; AID 602261;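 active = compounds whose normalised, plate-corrected inhibition of enzyme fluorescence in the single-dose primary screen is 50% or more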;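 also: 0% = DMSO with enzyme and 100% = substrate without enzyme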
MT1-MMP act inh: blocks activation of human MT1-MMP; GFP/RFP ratio change, % at 20 µM; hit rate 0.061% among 360,000; AID 651647; P50281; HT1080 RFP-PRO-GFP cells, GFP/RFP ratio fluorescence, overnight; percent of plate control window, DMSO zero;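 active = GFP/RFP ratio change of at least 30% with cell ATP level not reduced by more than half and red fluorescence within 50% of control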; also: strong numbers were not always called active
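Read-out: GFP/RFP fluorescence ratio; Test system: RFP-PRO-GFP reporter HT1080 cells; Compound dosing: single-point 20 µM compound, 1% DMSO; Times: overnight compound exposure at 37 °C.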
MsrA inhibitor: inhibits bovine methionine sulfoxide reductase A; hit rate 0.75% among 360,000; purified bovine MsrA, absorbance read-out; inhibition, % at 15.5 µM; in the data active = inhibition above about 4.5%;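 also: 0% = vehicle wells with enzyme and 100% = reference inhibitor wells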
eLon inh: inhibitors of E. coli Lon protease. purified E. coli Lon protease, fluorescence polarization. inhibition, % at 7.94 µM. hit rate 0.42% among 360,000; in the data active = inhibition above about 13%, passing the limit was not always enough;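 also: 0% = enzyme with probe and DMSO and 100% = no enzyme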
Target sequence (P0A9M0 whole entry, looked up): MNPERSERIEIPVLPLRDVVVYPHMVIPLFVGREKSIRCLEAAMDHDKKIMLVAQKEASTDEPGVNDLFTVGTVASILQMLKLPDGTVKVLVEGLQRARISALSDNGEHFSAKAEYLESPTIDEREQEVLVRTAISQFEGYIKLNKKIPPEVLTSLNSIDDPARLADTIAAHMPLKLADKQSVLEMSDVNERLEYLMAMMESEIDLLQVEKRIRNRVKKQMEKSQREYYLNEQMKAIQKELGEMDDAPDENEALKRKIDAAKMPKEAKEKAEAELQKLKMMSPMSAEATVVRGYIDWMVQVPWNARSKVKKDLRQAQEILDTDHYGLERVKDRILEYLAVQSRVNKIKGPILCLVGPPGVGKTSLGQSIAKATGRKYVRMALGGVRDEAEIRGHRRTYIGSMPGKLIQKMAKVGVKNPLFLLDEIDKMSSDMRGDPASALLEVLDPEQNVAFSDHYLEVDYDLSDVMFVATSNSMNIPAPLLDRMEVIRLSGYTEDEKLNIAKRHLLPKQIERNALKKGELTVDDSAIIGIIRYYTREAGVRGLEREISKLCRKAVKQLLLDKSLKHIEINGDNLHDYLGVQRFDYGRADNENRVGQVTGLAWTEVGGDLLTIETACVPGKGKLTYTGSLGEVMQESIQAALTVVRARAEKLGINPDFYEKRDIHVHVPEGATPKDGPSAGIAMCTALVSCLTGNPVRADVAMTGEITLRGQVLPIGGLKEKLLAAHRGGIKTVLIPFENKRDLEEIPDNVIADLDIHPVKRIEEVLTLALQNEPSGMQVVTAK
NRP1-CendR mod: NRP-1/CendR interaction modulation | O14786 | FAM-RPARPAR peptide binding to NRP-1, fluorescence polarization | inhibition, % at 25 µM | hit rate 0.85% among 360,000 | AID 602438;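 active = inhibition or corrected inhibition above about 18%, plus a signal ratio from 0.5 to 1.5, limit read from the data, passing the limit was not always enough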; also: strong numbers were not always called active
* = called active by the depositor; i = inactive; · = no result given.

SMILES	Rin1-Abl PPI inh	SKN-1 inh	bovine MsrA act	Neddyl block	FAS-TE inh	MT1-MMP act inh	MsrA inhibitor	eLon inh	NRP1-CendR mod
CC(=O)Nc1ccc(NC(=O)C2CC(=O)N(Cc3ccco3)C2)cc1 (stereo not drawn)	3	4	-1	i	-9	2	0.3	0	4
N#Cc1c(/N=C/c2ccco2)oc(-c2ccccc2)c1-c1ccccc1	1	4	-1	·	29	-10	1.0	3	8
CCOc1ccc(N(CC(=O)NCCc2ccccc2)S(=O)(=O)c2ccccc2)cc1	0	3	-3	i	11	2	1.8	17	11
Cc1cc(C)cc(N(CC(=O)NCCSCc2ccccc2)S(C)(=O)=O)c1	1	11	-8	i	9	0	0.6	-2	-2
Cc1cc(C)cc(NC(=O)c2ccc(NC(=O)c3ccco3)cc2)c1	0	-24	-6	i	15	5	2.5	-4	5
CCc1ccccc1OCc1nnc(N)s1	2	4	-2	i	-3	-1	-0.8	3	10
CCCCC(=O)Nc1ccccc1N1CCN(c2ccc(F)cc2)CC1	-2	1	0	i	30	-4	-1.1	-11	18
CC(=O)N1N=C(c2cccc(Br)c2)OC12CCCC2	4	8	-9	·	7	-2	0.4	4	6
Cc1noc(C)c1C(=O)N1CCC1(C)C(=O)NS(=O)(=O)c1ccccc1Cl (stereo not drawn)	-2	13	2	i	-6	1	-0.1	-7	-8
CCCCN1C2CCCC1CC(NC(=O)C1CCCCC1)C2 (stereo not drawn)	1	6	-2	i	-8	4	-0.7	-16	4
NS(=O)(=O)c1ccc(CNC(=O)Cc2cccs2)cc1	0	6	-4	i	-2	-1	-1.0	-8	-10
O=C(CCn1c(=O)[nH]c2ccccc2c1=O)N1CCN(c2ccc(Cl)cc2)CC1	5	6	-1	i	-1	11	0.9	-5	8
C#CCNC(=O)C[C@@H]1C[C@@]2(C(=O)OC)CC(C)(C)CC=C2N(CCc2ccc(OC)c(OC)c2)C1=O	·	-7	·	i	·	3	1.2	·	0
COc1ccc(OC)c(-c2nc(C(=O)NCC3CCCO3)cc3c2[nH]c2ccccc23)c1 (stereo not drawn)	-2	10	-2	i	17	-3	0.6	5	-6
COc1ccc(NC(=O)N2CCC(CO)(CC3CCCCO3)CC2)c(OC)c1 (stereo not drawn)	-7	-4	-2	i	-5	9	-0.7	-10	5
Clc1ccc(N2O[C@H]3C=C[C@@H]2C3)nc1	6	3	-2	i	-29	-20	·	61*	22
CCCCn1c(N)c(C(=S)NC(=O)CC(C)(C)C)c(=O)n(C)c1=O	0	2	-3	i	2	5	2.1	-7	-1
Cc1cccc(C(=O)NC(=S)Nc2ccccc2C(=O)O)c1	3	2	-6	i	2	8	4.2	-3	4
CCc1ccccc1NC(=O)N1CCC(NC(=O)C(Cc2ccc(OC)c(OC)c2)NC(C)=O)CC1 (stereo not drawn)	1	11	0	i	-1	1	-0.7	-4	12
O=C1CC(c2ccccc2Cl)CC(O)=C1C=NCCCO (stereo not drawn)	1	-7	-2	i	-5	-3	-0.8	4	2
COc1ccccc1OC(=O)c1ccc(SC)cc1OC	3	20	-11	i	-3	8	-1.0	2	9
COc1ccc(-c2cccc(C(=O)Nc3ccc(C)cc3)c2)cc1	5	-5	-1	i	-5	5	-0.6	-7	6
C=C(C)COc1ccc(-c2ncncc2-c2ccccc2OC)c(O)c1	0	7	-1	i	10	-4	-0.5	-4	-1
O=C(Nc1ccc(Cl)c(S(=O)(=O)N2CCOCC2)c1)c1ccccc1-c1ccc(C(F)(F)F)cc1	3	7	3	i	49	10	0.2	13	-4
C=CCn1c(SCC(=O)Nc2sccc2C(N)=O)nc2ccccc2c1=O	0	-5	0	i	8	1	-0.3	2	-23
O=C(NCc1ccco1)c1cccc2c1C(=O)c1ccc(N3CCCC3)cc1S2(=O)=O	-8	29	-5	i	-28	-67	0.8	-30	-173
Cc1ccc(S(=O)(=O)N2CCCOC2CNC(=O)C(=O)NCc2ccco2)cc1 (stereo not drawn)	-2	-6	-3	i	-12	3	-0.3	-3	11
COC(=O)c1sc(S(=O)(=O)N2CCCCC2)c(C(=O)OC)c1C	-3	-9	-5	i	4	-2	0.2	4	-10
Cc1nn(C)c(C)c1NC(=O)CCSc1nc(-c2ccco2)cc(C(F)(F)F)n1	-6	-4	0	i	-5	-1	-0.1	1	22
Cc1ccccc1OCC(=O)OCC(=O)NC1CCCCCC1	3	17	-1	i	-4	2	-0.4	0	-1

Entries above containing a CF3 group, in the order listed:
SMILES	Rin1-Abl PPI inh	SKN-1 inh	bovine MsrA act	Neddyl block	FAS-TE inh	MT1-MMP act inh	MsrA inhibitor	eLon inh	NRP1-CendR mod
O=C(Nc1ccc(Cl)c(S(=O)(=O)N2CCOCC2)c1)c1ccccc1-c1ccc(C(F)(F)F)cc1	3	7	3	i	49	10	0.2	13	-4
Cc1nn(C)c(C)c1NC(=O)CCSc1nc(-c2ccco2)cc(C(F)(F)F)n1	-6	-4	0	i	-5	-1	-0.1	1	22

Whole records from above.
`O=C(NCc1ccco1)c1cccc2c1C(=O)c1ccc(N3CCCC3)cc1S2(=O)=O` is entered as Rin1-Abl PPI inh: -8; SKN-1 inh: 29; bovine MsrA act: -5; Neddyl block: i; FAS-TE inh: -28; MT1-MMP act inh: -67; MsrA inhibitor: 0.8; eLon inh: -30; NRP1-CendR mod: -173
`Cc1ccccc1OCC(=O)OCC(=O)NC1CCCCCC1` is entered as Rin1-Abl PPI inh: 3; SKN-1 inh: 17; bovine MsrA act: -1; Neddyl block: i; FAS-TE inh: -4; MT1-MMP act inh: 2; MsrA inhibitor: -0.4; eLon inh: 0; NRP1-CendR mod: -1

Next records follow.
SMILES	Rin1-Abl PPI inh	SKN-1 inh	bovine MsrA act	Neddyl block	FAS-TE inh	MT1-MMP act inh	MsrA inhibitor	eLon inh	NRP1-CendR mod
CSc1ccc2c(c1)C(N1CCN(C)CC1)Cc1ccc(F)cc1S2 (stereo not drawn)	4	-10	0	i	17	-17	-0.3	-9	2
O=C(NCc1ccco1)NCC(F)(F)F	-2	18	-5	i	-6	0	0.3	-13	-7
CC[C@H](C)[C@H](NC(=O)c1ccccc1)C(=O)NC(CC(=O)O)c1ccc(F)cc1 (stereo partly drawn)	0	12	-9	i	-6	-2	-1.1	5	8
CCc1nc2ccc(C(=O)NCc3cccs3)cn2c1N(CC)CCN(C)C	6	-9	-6	i	-2	-5	0.3	-3	5
COc1ccc(CN2CCCC(C(=O)Nc3cccc(-n4cccn4)c3)C2)c(F)c1 (stereo not drawn)	1	3	-5	i	5	-1	-0.2	10	8
CCCC(=O)NNC(=O)c1c(O)c2ccccc2[nH]c1=O	-1	-1	1	i	-16	4	1.8	1	-4
CCN(CCn1cccn1)Cc1nc(-c2ccc(C(=O)OC)cc2)no1	-1	-1	-1	i	0	2	-1.5	0	0
CSc1nc2ccccc2n1Cc1cccc(F)c1	-2	-14	-5	i	2	5	0.2	-3	4
CCOC(=O)c1sc(NC(=O)CSc2nnc(C(C)C)n2C)nc1C	2	-22	-1	i	-5	1	3.2	-1	11
C#CCOCCOCCOCCNc1nc(N2CCN(C(=O)CCCCCCCCCCNC(=O)[C@H](CCCCN)n3cc(CCO)nn3)CC2)nc(N2CCN(C(=O)CCCCCCCCCCNC(=O)[C@H](CCCCN)n3cc(CCCC(=O)O)nn3)CC2)n1	8	-7	2	i	-5	6	1.6	6	4
Cc1ccc(-c2nn3c(C)nnc3s2)cc1NC(=O)c1cccs1	-4	29	-2	i	-2	0	0.4	-4	-8
COc1cc(Cl)c(CN2CCCC(CO)(Cc3ccccc3)C2)cc1OC (stereo not drawn)	-2	-5	-2	i	0	-1	-1.2	-11	9
COC(=O)CN=Cc1c(C)[nH]n(-c2ccccc2)c1=O	-2	3	-3	i	-8	2	0.1	-7	3
O=c1c2cc(Br)ccc2nc(-c2ccc(Cl)cc2)n1O	0	-8	-5	i	-2	-4	0.1	1	1
Cc1ccc(C(=O)c2coc3cc([N+](=O)[O-])c(O)c([N+](=O)[O-])c23)cc1	-5	-1	-11	i	5	8	1.1	10	17
COc1ccccc1NS(=O)(=O)c1cc(C(=O)N2CCCCCC2)ccc1C	-1	-4	-7	i	1	0	0.3	-6	3
C=CCN1C(=O)C(CC(=O)O)SC1=Nc1cccc([N+](=O)[O-])c1 (stereo not drawn)	0	9	-1	i	-1	4	-0.8	8	-4
Cc1ccc(NS(=O)(=O)c2c(C(=O)N3CCOCC3)c(C)n(C)c2C)cc1C	5	2	-5	i	-6	0	0.3	-2	4
O=C(CSc1nccc(=O)[nH]1)Nc1cccc2ccccc12	-3	17	-3	i	0	0	-1.6	2	-2
CCN(Cc1ccncc1)C(=O)CCc1nnc(CCC2CCCCC2)o1	-1	0	-1	i	-4	-2	0.3	-10	8
CCOc1ccc(OCC(=O)Nc2ccc(S(=O)(=O)Nc3cc(C)nc(C)n3)cc2)cc1	1	0	-4	i	-3	-6	0.4	6	-6
CCOC(=O)C1(Cc2ccccc2C(F)(F)F)CCN(C2CCSC2)CC1 (stereo not drawn)	1	12	2	i	-1	1	0.3	-3	12
Cc1cc2ncn(CC3CC3(Cl)Cl)c2cc1C (stereo not drawn)	0	0	-4	i	0	1	2.1	1	9
O=S(=O)(c1cccc(-c2nnc(SCc3ccc(Cl)cc3)o2)c1)N1CCCCC1	-2	-23	1	i	27	-1	0.0	-3	2
CC(NC(=S)Nc1ccc(F)cc1)c1ccccc1 (stereo not drawn)	-1	-9	0	i	3	3	-1.6	-4	2
O=C1C(Cl)=C(NC(=O)c2ccccc2)C(=O)C(Cl)=C1NC(=O)c1ccccc1	2	7	-9	i	23	-4	1.1	19	-5
CCCNC(=O)COc1coc(CN2CCN(c3ccccc3OC)CC2)cc1=O	-3	-13	-4	i	-9	2	0.3	-9	-1
COc1cc2c(cc1NC(=O)c1cccc(Br)c1)CCCC2	-2	-7	-3	i	32	3	0.1	-2	0
C[C@@H]1CN([C@H](C)CO)C(=O)c2c(c3ccccc3n2C)-c2ccccc2CO[C@H]1CN(C)C(=O)Cc1ccccc1	-4	16	-3	i	-1	4	-0.6	-4	6
O=C(N[C@H]1CC[C@H](CCNS(=O)(=O)c2ccc(Cl)cc2)O[C@@H]1CO)c1cccc(F)c1	·	6	·	i	·	4	-0.2	·	2
CCN=C1SC(CC(=O)NCCc2ccc(OC)c(OC)c2)C(=O)N1CC (stereo not drawn)	1	-17	-5	i	-7	1	0.0	-6	8
CC(=O)c1cccc(NC(=O)CN(c2cccc(F)c2)S(C)(=O)=O)c1	-4	-8	2	i	2	-3	-0.4	10	20
Cc1cccc(C(=O)NCc2nnc(SC(C)C(=O)Nc3nnc(C)s3)n2C)c1 (stereo not drawn)	4	5	0	i	-5	-1	3.6	1	-5
CCCc1nnc2n1N=C(c1ccc([N+](=O)[O-])cc1)CS2	-2	9	-4	i	7	-1	-0.6	-5	8
Cc1cc(C)n(-c2c(C)[nH]c3ccccc23)n1	1	5	-1	i	-4	3	0.1	-10	-7
C/C(=N\NC(N)=O)c1ccc(Cl)cc1	-1	-4	4	i	-8	4	0.1	13	0
Cc1ccc(C)c(OCC(=O)N(C)CC(=O)Nc2ccc(Cl)c(C(F)(F)F)c2)c1	4	-6	-12	i	28	15	1.4	8	10
COc1ccccc1OCCNC(=O)C1CC(=O)N(c2ccc3c(c2)OCCO3)C1 (stereo not drawn)	0	4	-1	i	-4	1	-0.3	-3	1
CCC(C)NC(=O)CNC(=O)c1nn(-c2ccc(OC)cc2OC)c(=O)c2ccccc12 (stereo not drawn)	0	15	-2	i	-1	-3	0.2	-10	15
O=C1CN(C(=O)CSc2nnnn2C2CC2)c2ccccc2N1	3	19	3	i	-10	-4	-0.8	-5	-6
COc1ccccc1/C=C1/SC(=S)N(CCC(=O)Nc2cccnc2)C1=O	2	14	-2	i	8	-1	0.4	-8	-66
CCn1c(C(=O)O)c(CC(=O)Nc2ccc(Br)cc2C)c2ccccc21	0	32	-1	i	1	6	-1.7	-13	-2
NC(=O)C1CCN(c2c([N+](=O)[O-])cc(C(F)(F)F)cc2[N+](=O)[O-])CC1	3	-14	-4	i	-3	1	-0.3	5	7
CC(C)c1ccc(/C=C2\SC(=S)N(CCC(=O)N3CCCCC3CCO)C2=O)cc1 (stereo not drawn)	0	13	2	i	-28	0	-0.1	0	-10
